3T3 cytotox = NIH 3T3 cell cytotoxicity. NIH 3T3 viability, CellTiter-Glo ATP luminescence, 48-72 h. AID 1345082. actives 4.3% (n = 94,000). Potency, µM (titrated, usually from 96.7 µM), without a hit: top-dose activity change, negative = cytotoxicity, usual class: inhibitors; further: potency means the concentration at half of the fitted maximal effect; nearly all actives have a fitted effect of over 55% in size
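First NIH 3T3 cells are plated at 400 cells/well; next compound is pinned in; then plates incubate 48 or 72 hr at 37 °C; finally CellTiter-Glo is added and luminescence read after 10 min.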
GPT2 inhibitor = GPT2 alanine aminotransferase inhibition. Q8TD30. actives 0.25% (n = 100,000). Potency, µM (highest dose often 57.7 µM), for inactives: top-dose activity change, negative = inhibition, actives largely listed as inhibitors. Recombinant GPT2, coupled pyruvate oxidase/HRP Amplex Red fluorescence. AID 1671188; further: potency means the concentration at half of the fitted maximal effect; nearly all actives have a fitted effect of over 60% in size; many of its hits are not listed in these tables
Target sequence (Q8TD30 whole entry, looked up): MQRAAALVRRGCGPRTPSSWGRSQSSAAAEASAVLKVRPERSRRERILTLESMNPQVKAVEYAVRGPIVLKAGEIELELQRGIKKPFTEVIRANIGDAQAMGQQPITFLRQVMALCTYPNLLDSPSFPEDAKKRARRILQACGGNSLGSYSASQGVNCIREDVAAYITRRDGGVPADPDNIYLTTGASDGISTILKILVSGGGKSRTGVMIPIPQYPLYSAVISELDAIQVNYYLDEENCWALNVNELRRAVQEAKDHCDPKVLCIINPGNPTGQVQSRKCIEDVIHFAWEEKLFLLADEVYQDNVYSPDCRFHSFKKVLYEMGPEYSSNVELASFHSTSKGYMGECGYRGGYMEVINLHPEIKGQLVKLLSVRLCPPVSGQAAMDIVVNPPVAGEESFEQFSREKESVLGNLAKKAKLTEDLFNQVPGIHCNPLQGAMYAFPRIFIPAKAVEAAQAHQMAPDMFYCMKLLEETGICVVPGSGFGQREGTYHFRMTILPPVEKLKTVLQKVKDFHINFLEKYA
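Fluorescence read-out: pyruvate from GPT2 turnover coupled to pyruvate oxidase, HRP and Amplex Red (0.2mM ThPP, 0.2U/mL PO and HRP, 50uM Amplex final). Substrates 250uM a-KG, 2mM L-alanine; enzyme 10ng/uL; 30 min RT.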
FLuc inh = Photinus pyralis luciferase inhibition; P08659; purified P. pyralis luciferase, luminescence, biochemical; Potency, µM (titrated, usually from 115 µM), for inactives: at the highest dose activity change, negative = inhibition, most hits filed as inhibitors; actives 2.5% (n = 76,000); further: potency means the concentration at half of the fitted maximal effect; nearly all actives have a fitted effect of over 65% in size
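Purified 10nM P. pyralis luciferase with 10uM D-luciferin and 10uM ATP in 50mM Tris acetate pH 7.5, 10mM Mg acetate, 0.01% Tween-20, 0.05% BSA. qHTS titration; luminescence read by CCD imager.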
SNCA viab count = reduces viability of HEK-293 SNCA reporter cells | HEK-293-SNCA-luc viability, GF-AFC fluorescence, 24 h | Potency, µM (series often up to 57.1 µM), without a hit: top-dose activity change, negative = cytotoxicity, most hits filed as cytotoxic | AID 1671193 | actives 0.12% (n = 150,000);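 further: potency means the concentration at half of the fitted maximal effect; 0% = DMSO-treated cells and -100% = medium-only wells without cells; nearly all actives have a fitted effect of over 30% in size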
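HEK-293-SNCA-luc cells (1500/well) plated 24 h, then exposed 24 h to a dilution series; GF-AFC added 30 min at 37C, fluorescence 405/540 nm; normalised to medium-only and DMSO wells, Hill fit.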
HEK293 tox = cytotoxic compounds in HEK 293 cells; Potency, µM (highest dose often 115 µM), inactives show at the highest dose activity change, negative = cytotoxicity, most hits filed as inhibitors; actives 6.6% (n = 94,000); HEK 293 viability, ATP luminescence (CellTiter-Glo), 48-72 h; further: potency means the concentration at half of the fitted maximal effect; nearly all actives have a fitted effect of over 60% in size
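250 HEK 293 cells/well; compound by pintool; incubated 48 or 72 hr at 37 degree Celsius; CellTiter-Glo added, 10 min RT, luminescence imaged.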
SNCA expr inhib = reduces expression of the alpha-synuclein gene. actives 0.17% (n = 140,000). Potency, µM (top dose mostly 57.2 µM), without a hit: top-dose activity change, negative = inhibition, most hits filed as inhibitors. AID 1671194. HEK-293 SNCA-luciferase knock-in, luminescence, 24 h;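 further: potency means the concentration at half of the fitted maximal effect; plate controls were DMSO cells for no effect and cell-free wells for full effect; nearly all actives have a fitted effect of over 45% in size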
IP6K1 inh = blocks human inositol hexakisphosphate kinase 1; AID 1645851; activity change, % (series mostly up to about 58 µM); Q92551; actives 0.81% (n = 140,000); IP6K1 kinase, ADP-Glo luminescence, 2 h; active compounds read low; in the data active means activity change below about -25%
Target sequence (Q92551 whole entry, looked up): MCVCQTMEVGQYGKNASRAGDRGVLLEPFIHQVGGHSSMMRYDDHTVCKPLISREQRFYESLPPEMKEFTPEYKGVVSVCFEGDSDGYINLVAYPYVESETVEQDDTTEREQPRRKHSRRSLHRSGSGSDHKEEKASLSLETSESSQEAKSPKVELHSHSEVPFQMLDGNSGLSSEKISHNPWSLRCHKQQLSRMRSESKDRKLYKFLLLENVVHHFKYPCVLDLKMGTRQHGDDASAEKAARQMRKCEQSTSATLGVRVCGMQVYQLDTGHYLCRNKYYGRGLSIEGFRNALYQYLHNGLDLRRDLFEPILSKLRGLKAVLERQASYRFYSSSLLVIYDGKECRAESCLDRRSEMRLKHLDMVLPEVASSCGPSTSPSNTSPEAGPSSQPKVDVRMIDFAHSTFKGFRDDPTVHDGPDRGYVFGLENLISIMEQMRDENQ
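ADP-Glo luminescence measures ADP made by human IP6K1 during a 2 h RT reaction with ATP/IP6 (mix at 1.3 mM/130 uM); top library doses 57.5 and 19.1 uM final.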
An asterisk follows results filed as active; i = inactive; ? = inconclusive; . = no result given; & = joins results of further samples; [ ] = dose if it differs, or a comment. Unless noted, the call rests on the fitted dose curve; in most records, active means well fitted curve in the direction sought with a large enough effect; inconclusive means small, poorly fitted or top-dose-only effect, or another doubt; inactive means no such curve, though single readings can be large; an effect the other way counts as inactive or inconclusive. Unless noted, on the % scale 0 is the no-effect control and ±100 the full control effect.

Preview:
Order of results – FLuc inh	IP6K1 inh	HEK293 tox	GPT2 inhibitor	SNCA viab count	SNCA expr inhib	3T3 cytotox
CCOC(=O)CCNC(=O)N1CCC(Oc2ncccc2C(=O)N(C)C)C1 (centres undefined)
 : 3%	14	14%	i	7%	-14%	5%
COc1ccccc1C(=O)N1CCn2c(nn(-c3cccc(Cl)c3)c2=O)C1
 : .	16	?	i	-29%	3%	?
C=CCNC(=O)c1cnn2c1CN(C(=O)c1ccccc1F)CC2
 : .	-11	?	i	4%	?	-9%

The list itself, from the first entry:
Order of results – FLuc inh	IP6K1 inh	HEK293 tox	GPT2 inhibitor	SNCA viab count	SNCA expr inhib	3T3 cytotox
CCOC(=O)CCNC(=O)N1CCC(Oc2ncccc2C(=O)N(C)C)C1 (centres undefined)
 : 3%	14	14%	i	7%	-14%	5%
COc1ccccc1C(=O)N1CCn2c(nn(-c3cccc(Cl)c3)c2=O)C1
 : .	16	?	i	-29%	3%	?
C=CCNC(=O)c1cnn2c1CN(C(=O)c1ccccc1F)CC2
 : .	-11	?	i	4%	?	-9%
CN(C(=O)CSc1nc2ccccc2n1CC(=O)N(C)c1ccc(F)cc1)c1ccccc1
 : .	21	.	.	?	?	.
O=C1N(c2ccccc2)C[C@H]2CN(Cc3ncc[nH]3)CCN12
 : -2%[172 µM]	-3	i	i	1%[87.6 µM]	18%[87.6 µM]	i
O=C(c1ccc(Cl)cc1)N1CCC2(C1)C(=O)N(c1ccccc1)c1ccccc12 (centres undefined)
 : .	-6	?	-3%	?	-17%	?
Cc1ccc2c(c1)nc1n2[C@@H](CNCc2cnn(C)c2)COC1
 : 4%[172 µM]	-9	0%[172 µM]	0%[88.5 µM]	3%[87.6 µM]	3%[87.6 µM]	0%[138 µM]
CC(C)(C(=O)O)c1ccc(C(O)CCCN2CCC(C(O)(c3ccccc3)c3ccccc3)CC2)cc1 (centres undefined)
 : .	9&-22	.	-5%	6%	-14%	.
CCN1C(=O)CN(C(=O)c2ccc(OC)nc2)CC12CCOCC2
 : 2%	-11	4%	-10%	5%	4%	i
COc1ccc(NC(=O)c2c(NC(=O)c3cccc(C)c3)sc3c2CCCC3)cc1
 : .	-11	.	.	8%	21%	.

Next part
Order of results – FLuc inh	IP6K1 inh	HEK293 tox	GPT2 inhibitor	SNCA viab count	SNCA expr inhib	3T3 cytotox
CSc1ccc(-c2cccc(C(=O)NCC(=O)NC3CC3)c2)cc1
 : .	13	?	i	3%	21%	-31%
Cc1cc(NS(=O)(=O)c2ccc(NC(=O)c3ccccc3F)cc2)nc(C)n1
 : .	-10	.	.	-3%	-5%	.
Cc1ccccc1-n1nc(C)c(CCC(=O)NCC2CC2)c1Oc1cccc(F)c1
 : -1%	1	?	i	2%	-13%	?
Cc1ccc(C)c(N2CCN(C(=O)c3noc4c3CCCCC4)CC2)c1
 : .	23	.	.	8%	-5%	.
CCC(=O)N1CCC2(CC1)CC(N1CCN(c3ccccn3)CC1)CCO2 (centres undefined)
 : -2%	1	-2%	5%	-1%	?	-5%
Cn1c(C(=O)NCc2cccc(F)c2)cc2cc(S(=O)(=O)N3CCCCC3)ccc21
 : .	28	.	.	-3%	4%	.
O=C(CN1C(=O)NC2(CCCCC2)C1=O)NCc1cccc(Br)c1
 : 0%	24	?	3%	3%	5%	-21%
CCn1cc(C2N3CC4(CC)CN2CC(CC)(C3)C4=O)c2ccccc21 (centres undefined)
 : .	1	.	.	0%	-20%	.
CCCN(CC1CC1)C(=O)C1CCc2ncc(-c3ccc(F)cc3)n2C1 (centres undefined)
 : 5%	17	?	1%	-18%	-6%	?
O=C(Nc1cccc(F)c1)c1cnc2c(c1)N([S+](=O)([O-])c1cccnc1)CCC2
 : 10%[172 µM]	-11	?	2%[88.5 µM]	-11%[87.6 µM]	12%[87.6 µM]	-26%[138 µM]

New compounds follow
Order of results – FLuc inh	IP6K1 inh	HEK293 tox	GPT2 inhibitor	SNCA viab count	SNCA expr inhib	3T3 cytotox
COc1ccc(C(CC(=O)NCCC(C)C)c2c[nH]c3ccccc23)c(OC)c1 (centres undefined)
 : -4%	-5	?	i	5%	-4%	?
Cc1ccc(CNC(=O)c2cc3c(s2)-c2c(C)cccc2OC3)cc1
 : .	-3	.	.	-7%	?	.
O=C(NCc1ccco1)c1ccc2c(c1)n(Cc1ccc(F)cc1)c(=O)c1ccnn12
 : -1%	35	?	i	?	?	22µM*
Cc1cnc(CC2CCN(C(=O)NCC(C)C)CC2)n1Cc1ccc(F)cc1
 : 0%	0	-18%	3%	2%	-11%	-14%
COc1ccc(CN2C(=O)[C@@H]3C[C@@H](O)CN3C3(CN(C4CCN(C(C)=O)CC4)C3)C2=O)cc1
 : 2%	-9	4%	-11%	4%	-9%	3%
COc1ccc(NC(=O)C2(C)CN(C)Cc3ccc(NCc4ccccc4)nc32)cn1 (centres undefined)
 : 7%[172 µM]	32	79µM*	-1%[88.5 µM]	?	?	79µM*
CN1C(=O)CC(C(=O)O)C12CCN(Cc1cnn(-c3ccc(F)cc3)c1)CC2 (centres undefined)
 : -3%	10	1%	i	-3%	-19%	0%
COc1ccc2c(c1)sc1ncc(C(=O)NCc3ccc(OC(C)C)cc3)c(=O)n12
 : .	17	.	.	3%	-1%	.
Cc1cc(C)c(NS(=O)(=O)c2ccc(-c3coc(C)n3)cc2)c(C)c1
 : .	-7	.	.	3%	16%	.
CCn1cc(C(=O)N2CCC3(CC2)CN(c2ccncn2)CC3CO)cn1 (centres undefined)
 : -3%	5	1%	i	4%	-3%	-13%

Later entries:
Order of results – FLuc inh	IP6K1 inh	HEK293 tox	GPT2 inhibitor	SNCA viab count	SNCA expr inhib	3T3 cytotox
CC(=O)N1CCc2c(sc3c2c(=O)n(-c2ccccc2)c(=O)n3CC(=O)Nc2ccccc2C)C1
 : .	0	.	.	10%	2%	.
Cc1cc(C(=O)NCC2(COc3ccc(S(C)(=O)=O)cc3)C[C@@H](O)[C@@H](O)C2)n(C)n1 (some centres undefined)
 : 0%	-3	-1%	-10%	2%	20%	-16%
CC(C)NC(=O)NC[C@H]1OC[C@@H](NCc2cccs2)[C@@H]1O
 : -4%[172 µM]	0	-3%[172 µM]	4%[88.5 µM]	8%[87.6 µM]	15%[87.6 µM]	3%[174 µM]
COc1ccccc1CCNC(=O)CCc1c(C)c2cc3c(C)c(C)oc3cc2oc1=O
 : .	-25*	.	.	3%	-13%	.
O=C(Nc1cccc(F)c1)c1ccc(-c2ccccc2)s1
 : .	-9	.	.	-11%	159%[activator]	.
NC(=O)c1cc[nH]c1C1CCCN(Cc2ccc(Br)o2)C1 (centres undefined)
 : 7%	5	-9%	i	-2%[12.5 µM]	?	-7%
CC(C)C[C@@H](NC(=O)C1=C[C@@H](NC(=O)Nc2ccccc2Br)[C@@H](O)[C@H](O)C1)C(N)=O
 : -7%	-4	-15%	?	2%	58%[activator]	2%
CS(=O)(=O)N(Cc1ccccn1)C1CN(C(=O)CCc2c[nH]c3ccccc23)C1
 : .	13	3%	?	-5%	-5%	-17%
Cc1ccccc1Nc1cnc2ccc(N3CCOCC3)nn12
 : 3%[172 µM]	-16	56µM*	?	6%[87.6 µM]	10%[87.6 µM]	?
c1ccc(Cc2nnc([C@H]3CCN(Cc4ccc5c(c4)OCO5)C3)o2)cc1
 : -2%[172 µM]	12	-30%[172 µM]	0%[88.5 µM]	-14%[87.6 µM]	-14%[87.6 µM]	?

The list continues.
Order of results – FLuc inh	IP6K1 inh	HEK293 tox	GPT2 inhibitor	SNCA viab count	SNCA expr inhib	3T3 cytotox
COc1ccc(C(=O)N2CCC3(CC2)N=C(c2ccccc2)NO3)cc1
 : -14%	-8	-9%	4%	4%	-4%	-17%
COc1ccccc1CCN1CCCC(CN(C)C(=O)c2cc(C)n(C)c2C)C1 (centres undefined)
 : 13%	0	?	4%	-4%	14%	?
Cc1cc(=O)n(CC(=O)Nc2ccc(Cl)c(Cl)c2)c(-n2nc(C)cc2C)n1
 : .	4	.	.	14%	4%	.
Cc1cccc(S(=O)(=O)N2CCCC(Cn3c(C)nc4cccnc43)C2)c1 (centres undefined)
 : 10%	-6	?	-3%	-6%	-16%	?
CC1=C[C@@H](CNC(=O)CN(C)C)[C@H](C(C)C)C[C@H]1Cc1nc2ccc(C)cc2[nH]1
 : -10%[172 µM]	-1	?	i	?	-4%[87.6 µM]	79µM*
COC[C@@H]1CN(Cc2cnn(C)c2C)C[C@H]1c1nc(C2CC2)no1
 : ?	-5	-6%	-4%	-1%	153%[activator]	3%
O=C(NCc1ccc2c(c1)OCO2)C1CCN(c2cc(C(F)(F)F)ncn2)CC1
 : 10µM*	-14	?	i	-6%	5%	?
COc1ccc([C@H]2CN(c3nnnn3-c3ccccc3)C[C@@H]2N)cc1
 : 0%	-4	-15%	i	7%	12%	-6%
CCC1(N2CCN(S(=O)(=O)c3ccccc3Cl)CC2)CCN(S(C)(=O)=O)C1 (centres undefined)
 : -2%	6	?	i	12%	-19%	-27%
CCC(Cn1nnc2ccccc2c1=O)NC(=O)Nc1ccccc1Cl (centres undefined)
 : .	7	.	.	8%	-5%	.

Additional entries.
Order of results – FLuc inh	IP6K1 inh	HEK293 tox	GPT2 inhibitor	SNCA viab count	SNCA expr inhib	3T3 cytotox
CCc1cc(=O)n(CC(=O)Nc2ccccc2C)c(-c2ccccc2)n1
 : 7%	-5	-33%	i	-11%	-9%	-25%
Cc1c(O)cc2c(c1O)COC1(O)CCCOC21 (centres undefined)
 : .	4	.	i	-5%	.	.
COc1ccc(NC(=O)Cn2nc3c(cc2=O)CN(C(C)=O)CC3)cc1Cl
 : -10%	4	2%	i	9%	26%	-1%
CCC1C(=O)OC23C=C[C@@H]4C(C(=O)O)=CO[C@H](O[C@@H]12)[C@@H]43 (some centres undefined)
 : .	9	.	i	-3%	.	.
COC(C)(C)C(=O)N1CCc2onc(-c3ccc4c(c3)OCO4)c2C1
 : 1%	4	?	i	-7%	15%	?
COC(=O)[C@@H]1Cc2nc[nH]c2CN1C(C)C
 : 6%[230 µM]	4	?	3%[88.5 µM]	1%[87.6 µM]	11%[87.6 µM]	71µM*
CCN(Cc1ccccc1F)C(=O)c1cc(COc2ccccc2)[nH]n1
 : -6%	5	?	i	-12%	-16%	?
Cc1ccc2c(c1)c(=O)c1ccccc1n2CCCC(=O)Nc1ccc(C)c(F)c1
 : .	6	.	.	?	?	.
CC1(C)CCC[C@]2(C)C1CC=C(CO)[C@H]2CC/C(=C/CO)CO (some centres undefined)
 : .	9	.	-16%[27.3 µM]	-4%	.	.
COc1ccccc1NC(=O)N1CCC(CN2CCc3ccccc3C2)CC1
 : .	4	.	.	1%	32%[activator]	.
COc1ccc(NS(=O)(=O)c2cc3c4c(c2)CC(=O)N4CCC3)cc1Cl
 : .	-18	.	.	-27%	23%	.
Cc1ccnn1CCC(=O)N1CCC2(CC1)c1nc[nH]c1CCN2CC(C)C
 : 13%	6	i	i	-7%	-10%	i
CCOC(=O)C1CCN(C(=O)C2COc3ccccc3C2)CC1 (centres undefined)
 : .	-4	.	.	-3%	8%	.

Compound activity as filed in PubChem.
